Assay outcomes deposited in PubChem BioAssay by several laboratories.
bCat nuc transl – modulators of beta-catenin nuclear translocation. HeLa beta-catenin nuclear translocation, immunofluorescence imaging. nuclear translocation activity, % at 5 µM. 190,000 tested, 0.3% active;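 active = nuclear translocation activity above 50% at 5 µM, with a well cell count of 50 or more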;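 also: per-cell ratio of nuclear to cytoplasmic median beta-catenin stain intensity; plate controls were DMSO negative control for no effect and GSK-3 inhibitor IX positive control for full effect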
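Test system: human HeLa cell line; Doses: 5 µM primary, 0.02–20 µM confirmation; Incubation: 24 h compound exposure, 37°C; Detection: beta-catenin immunofluorescence imaging with DAPI; Read-out: beta-catenin nuclear/cytoplasmic ratio, % activation.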
T cell modulator – T cell immune modulators affecting CD8 T cell-vesicle binding. 2C CD8+ T cell-vesicle binding, flow cytometry; stronger effect = lower value. calls only at 7 µM. 330,000 tested, 0.068% active. AID 2052;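 active = response, share of CD8 T cells binding vesicles, and their 90th percentile fluorescence all below set limits, cut at about 80% in these data, passing the limit was not always enough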
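Read-out – percent CD8+ FL2 mean versus row control · System – murine 2C transgenic CD8+ T lymphocytes · Times – 1.5 h cell–vesicle binding at 37 °C, then 20 min icy labelling · Control set – naked vesicles low, QL9 vesicles with vehicle high · Detection – cytometric PE anti-B7-1 and Alexa647 anti-CD8 signals after 1% paraformaldehyde fixation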
P. falciparum M1AAP – malaria alanyl aminopeptidase activity blockers – biochemical, fluorogenic H-Leu-NHMec substrate, 1536-well (AID 1445). recombinant M1AAP, H-Leu-NHMec fluorogenic kinetic assay; higher % means a stronger effect. one-dose inhibition, % at 30 µM; IC50 in µM for titrated hits. 220,000 tested, 0.42% active;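 active = primary inhibition above the hit cutoff, then over 50% inhibition at one or more dose response concentrations, cut at about 23% in these data, passing the limit was not always enough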;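 also: plate controls were DMSO full reaction for no effect and no enzyme background for full effect; strong numbers were not always called active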
Yfh1-depleted yeast – enhancers of respiration in Yfh1-depleted yeast, dose response, Friedreich's ataxia, plus single-dose screen (AID 1465). 220,000 tested, 0.074% active. S. cerevisiae Yfh1-off respiration, WST-1 reduction, 72 h; higher fold induction means a stronger effect. one-dose fold induction at 50 µM; EC50 in µM for titrated hits;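 active = fold induction of absorbance versus untreated yeast above a set limit, then at least 30% activation at any dose in follow-up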;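 also: activators that raise dye reduction in frataxin-depleted yeast; strong numbers were not always called active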
WT yeast gro inh – growth inhibition of WT yeast, mitochondrial fusion screen; mitochondrial fusion phenotypic screen, WT strain; inhibition, % at 10 µM; 190,000 tested, 2.1% active; in the data active = inhibition above about 58%; tested in S. cerevisiae
M17LAP inhibition – P. falciparum M17LAP inhibitors, primary screen, biochemical, fluorogenic H-Leu-NHMec substrate, 1536-well (AID 1619). recombinant M17LAP, H-Leu-NHMec fluorogenic kinetic assay; higher % means a stronger effect. one-dose inhibition, % at 30 µM; IC50 in µM for titrated hits. 220,000 tested, 0.38% active;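 active = compound inhibiting the enzyme by more than half at any dose during confirmatory dose-response retesting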;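 also: plate controls were full reaction with DMSO carrier for no effect and no enzyme background for full effect; strong numbers were not always called active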
Autophagy HCS – alters autophagy in cells; MEF GFP-LC3 puncta imaging; test concentration mostly 10 µM; calls only at 10 µM (by protocol); 190,000 tested, 0.98% active; AID 463193;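 active = percentage of spot-positive cells more than 3 SD above its plate mean, without a fluorescence outlier flag or 80% toxicity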;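 also: spot-positive cell cutoff set from DMSO-treated cells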
Dynein cargo inh – blocks dynein driven cargo transport along microtubules | 3617.4 mouse cells, GR-EGFP nuclear translocation imaging; test concentration mostly 20 µM; stimulated with dexamethasone, 1 µM; stronger effect = lower value | z-score, hits read low | 220,000 tested, 0.47% active | AID 1381;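 active = plate z-score of nuclear minus cytoplasmic receptor signal below a set negative limit, without overly bright fluorescence or cell loss, cut at about -3.5 in these data, passing the limit was not always enough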;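 also: z-score of nuclear minus cytoplasmic ring GR-EGFP intensity difference per well; some compounds called inactive have numbers as strong as hits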
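Medium: Induction medium lacking tetracycline, stripped serum | Probe or stimulus: 1.0 µM final dexamethasone stimulus | Schedule: 48 h induction, then 1 h compound, then 30 min agonist, 37 °C | Signal: Automated 10x imaging of fixed Hoechst-stained cells | Evaluation: Per-cell GR-EGFP intensity, nucleus versus surrounding cytoplasmic ring, well-averaged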
MT stabilizer – microtubule stabilizers in HeLa cells. % tubulin-high responders, % at 10 µM. 200,000 tested, 0.83% active. HeLa tubulin immunostaining HCS, 24 h; share of cells brighter than vehicle mean+2SD. AID 2205;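 active = plate Z-score above 3 for both tubulin-high and condensed-nucleus cell shares, with cell loss under 80%, at 10 µM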;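 also: anti alpha tubulin signal scored within the nucleus-defined area of each cell; some results filed as inactive read as strong as hits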
WT yeast gro inh mutant strain – second read-out of WT yeast gro inh, no call of its own (marks repeat the call); inhibition, %; mitochondrial fusion phenotypic screen, mutant strain inhibition
Dynein cargo inh cytoplasmic EGFP – further read-out of Dynein cargo inh, marked with its call; z-score; measured here: cytoplasmic GR-EGFP intensity; stronger effect = higher value
Dynein cargo inh nuclear GR-EGFP – also measured in Dynein cargo inh; calls as there; z-score; measured here: nuclear GR-EGFP intensity;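 lower value marks the stronger effect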
Dynein cargo inh cell count – also measured in Dynein cargo inh; calls as there; z-score; measured here: cell count per field
bCat nuc transl cell count 5 µM – also measured in bCat nuc transl; calls as there; cell count; measured here: cell count, cytotoxicity flag
T cell modulator vesicle-bound % – also measured in T cell modulator; calls as there; double positive events, %; measured here: CD8+ vesicle-bound cell fraction;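 binding gate set so that unloaded-vesicle control wells show 10% double positive cells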
MT stabilizer Hoechst-high % – also measured in MT stabilizer; calls as there; % Hoechst-high responders; measured here: nuclear condensation Hoechst responders;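 share of cells brighter than vehicle mean plus two SD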
MT stabilizer cytotoxicity % – also measured in MT stabilizer; calls as there; toxicity, %; measured here: cytotoxicity by cell density;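 0% = mean cell density of plate MIN control wells and 100% = no cells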
Autophagy HCS cell loss 18 h – further read-out of Autophagy HCS, marked with its call; toxicity, %; measured here: cell loss, nuclei count;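 cell loss after 18 h compound exposure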
Active calls of the source: *; i = inactive; · = not tested or not shown. The order is random. Share with any hit: about 4.4%.

1. Cc1cc(C(=O)O)ccc1N/C=C1\CCCC(C)C1=O (stereo unspecified)
2. CCOc1ccccc1/C=N\Nc1cnn(Cc2ccccc2)c(=O)c1Cl
3. O=C(Nc1nnc(C2=COCCO2)o1)c1ccc(Cl)cc1
4. O=c1c(O[C@@H]2O[C@H](CO)[C@H](O)[C@H](O)[C@H]2O)c(-c2ccc(O)c(O)c2)oc2cc(O)cc(O)c12
5. CCNC(=S)N(Cc1cc2cc(C)cc(C)c2[nH]c1=O)C1CCCC1
6. Cc1ccc(OCCN2C(=O)c3ccccc3C2=O)c([N+](=O)[O-])c1
7. O=C(Nc1nccs1)NC1CCCCC1
8. O=C(NCCc1ccccc1)C1CCN(c2ncccn2)CC1
9. Cc1scc(C(=O)N/N=C/c2ccco2)c1C
10. Cc1ccc(SCc2noc(C(=O)NC(C)C)c2C(=O)O)cc1C
compound no.	1	2	3	4	5	6	7	8	9	10
bCat nuc transl	-7.3	4.5	1.8	1.1	-1.2	0.8	-1.1	-0.4	-1.5	-0.8
bCat nuc transl cell count 5 µM	1204	549	946	1030	1168	962	928	1051	1115	1320
T cell modulator	i	i	i	·	i	i	i	i	i	·
T cell modulator vesicle-bound %	22.0	51.2	19.3	·	6.8	17.4	44.1	41.5	36.6	·
P. falciparum M1AAP	8.1%	5.9%	1.6%	-3.2%	14.1%	-0.3%	-0.2%	-2.4%	-0.8%	2.8%
Yfh1-depleted yeast	i	i	i	·	i	i	i	i	i	i
WT yeast gro inh	-7.4	6.5	60.2*	-2.9	-7.2	6.1	1.6	11.0	16.7	11.4
WT yeast gro inh mutant strain	-23.7	23.4	39.4*	3.9	-6.4	-2.5	-1.4	7.0	4.2	19.4
M17LAP inhibition	10.7%	-1.5%	8.7%	-6.9%	-4.0%	-0.6%	-7.6%	4.1%	13.7%	16.3%
Autophagy HCS	i	i	i	·	i	i	i	i	i	i
Autophagy HCS cell loss 18 h	-12.1	5.1	0.1	·	-8.0	-7.3	-10.5	15.8	2.2	-4.0
Dynein cargo inh	-0.2	1.3	-0.074	·	0.868	1.05	-0.0897	-1.05	-0.514	-0.359
Dynein cargo inh cytoplasmic EGFP	-0.0854	-0.349	0.529	·	-0.251	-0.246	-0.243	-0.284	-0.205	-0.178
Dynein cargo inh nuclear GR-EGFP	0.0622	0.189	-0.12	·	0.612	0.758	0.418	-0.343	-0.391	-0.786
Dynein cargo inh cell count	0.533	0.0204	0.0951	·	-0.703	-0.33	-0.215	-0.102	-0.14	-0.311
MT stabilizer	1.4	3.1	3.3	·	5.9	3.6	2.3	4.3	1.8	2.4
MT stabilizer Hoechst-high %	2.2	3.4	4.7	·	2.3	3.8	3.2	1.8	0.2	1.9
MT stabilizer cytotoxicity %	6.3	4.7	6.1	·	5.9	4.5	11.3	4.9	23.1	3.9

11. COc1ccc(/C=C2\C(=O)NCC(=O)N2Cc2ccccc2)cc1
12. C=CCn1c(=O)c2ccccc2n2c(SCc3nc4ccccc4s3)nnc12
13. NC(=O)CSc1nnc(-c2ccco2)n1N
14. COc1ccc(-n2c(SC)nc(O)cc2=O)cc1
15. Cc1cc(C)c2nc(Cl)c(Cl)nc2c1
16. Cc1ccc2[nH]c(=O)c(-c3noc(CC(C)C)n3)cc2c1
17. O=C(NC1CC1)c1ccc(-n2cccc2)cc1
18. CCN(CC)c1ccc2cc(S(=O)(=O)c3ccc(Cl)cc3)c(=O)oc2c1
19. CC(C)CCNC(=O)c1cccc(Cl)c1
20. O=c1cc(-c2ccccc2)nc(SCc2ccccc2F)[nH]1
compound no.	11	12	13	14	15	16	17	18	19	20
bCat nuc transl	-2.3	1.6	·	2.2	-1.6	1.2	-0.6	-0.2	-0.6	0.4
bCat nuc transl cell count 5 µM	1088	930	·	817	1243	1271	1195	576	1131	1476
T cell modulator	i	i	i	i	i	i	i	i	i	i
T cell modulator vesicle-bound %	39.6	24.1	21.5	39.3	7.4	40.0	62.9	26.1	23.4	27.7
P. falciparum M1AAP	3.4%	-5.2%	-2.9%	5.1%	3.1%	-0.8%	-1.7%	0.1%	5.3%	-2.6%
Yfh1-depleted yeast	i	i	i	i	i	i	i	i	·	i
WT yeast gro inh	-9.5	11.0	1.2	-8.8	·	·	-8.9	-4.2	0.5	0.4
WT yeast gro inh mutant strain	3.8	5.7	0.7	10.8	·	·	6.0	14.7	-20.1	-7.0
M17LAP inhibition	1.9%	-5.6%	0.1%	18.5%	3.5%	-1.0%	-5.2%	9.2%	-16.3%	1.5%
Autophagy HCS	i	i	i	i	·	·	i	i	i	i
Autophagy HCS cell loss 18 h	3.7	-4.5	-8.5	7.0	·	·	6.9	-10.4	4.7	-24.9
Dynein cargo inh	-0.0394	0.0733	-0.506	-0.0766	-0.221	1.04	-1.2	-0.0913	-0.466	1.21
Dynein cargo inh cytoplasmic EGFP	-0.237	-0.0448	0.0296	-0.415	-0.195	-0.21	-0.135	1.61	-0.271	-0.229
Dynein cargo inh nuclear GR-EGFP	-0.515	0.122	0.0249	-0.343	-0.194	0.382	-0.0824	0.889	-0.178	0.857
Dynein cargo inh cell count	1.19	0.233	-0.174	0.334	0.0931	-0.831	-0.039	0.601	0.102	-0.971
MT stabilizer	32.0*	0.8	1.2	2.4	·	·	5.9	4.7	2.8	3.3
MT stabilizer Hoechst-high %	39.6*	1.1	1.6	2.0	·	·	3.0	2.2	1.9	1.1
MT stabilizer cytotoxicity %	35.9*	20.4	5.3	13.4	·	·	7.5	7.7	7.5	0.3

21. O=C(CSc1nc2ccccc2c(=O)n1Cc1ccc(C(=O)NC2CC2)cc1)NCc1ccco1
22. CN(C)S(=O)(=O)c1cccc(NC(=S)Nc2ccc3cn[nH]c3c2)c1
23. O=C(NCc1ccc(F)cc1)c1cnc2n(c1=O)CCS2
24. COc1ccc(NC(=O)CSCC(=O)NCCc2ccccn2)cc1
25. O=C(Cc1ccc(-n2c(=O)c3sccc3n(Cc3ccc(F)cc3)c2=O)cc1)NCc1ccco1
26. CCN(C(=O)c1cc(Cl)ccc1OC)C1CCCCC1
27. O=c1c2nnn(-c3ccc(Br)cc3)c2ncn1Cc1ccccn1
28. N#Cc1c(NC(=O)c2cccnc2)sc2c1CCC2
compound no.	21	22	23	24	25	26	27	28
bCat nuc transl	·	-1.9	-6.4	0.2	·	-1.2	-3.4	·
bCat nuc transl cell count 5 µM	·	1037	1270	1094	·	1100	1105	·
T cell modulator	i	i	i	i	i	i	i	i
T cell modulator vesicle-bound %	9.8	49.9	25.9	40.1	55.0	31.1	22.5	35.4
P. falciparum M1AAP	4.0%	2.1%	2.8%	1.7%	-0.6%	0.1%	5.2%	13.5%
Yfh1-depleted yeast	i	i	i	i	i	i	i	i
WT yeast gro inh	12.7	0.7	-0.5	-6.1	10.8	25.5	-4.8	·
WT yeast gro inh mutant strain	7.3	10.1	5.2	-24.1	12.3	19.8	-6.5	·
M17LAP inhibition	-9.9%	7.4%	2.8%	20.0%	0.1%	-1.6%	9.5%	-4.7%
Autophagy HCS	i	i	i	i	i	i	i	i
Autophagy HCS cell loss 18 h	-38.3	13.2	3.7	1.0	4.7	-1.9	6.2	24.2
Dynein cargo inh	0.651	0.155	0.3	1.05	0.365	0.171	0.00349	0.616
Dynein cargo inh cytoplasmic EGFP	-0.171	0.462	-0.197	-0.172	-0.202	-0.2	-0.265	-0.177
Dynein cargo inh nuclear GR-EGFP	0.91	0.601	0.447	0.674	0.379	-0.599	-0.0701	0.555
Dynein cargo inh cell count	-0.117	-0.128	-0.138	-0.77	-0.245	-0.39	-0.356	-0.664
MT stabilizer	2.3	6.1	2.6	5.1	9.3	2.2	3.0	1.1
MT stabilizer Hoechst-high %	2.7	1.9	3.4	2.6	1.4	1.4	2.1	1.7
MT stabilizer cytotoxicity %	12.9	8.1	6.1	6.3	4.8	2.3	11.4	8.5

Part of the list above in order of length of the SMILES, falling.
22. CN(C)S(=O)(=O)c1cccc(NC(=S)Nc2ccc3cn[nH]c3c2)c1
27. O=c1c2nnn(-c3ccc(Br)cc3)c2ncn1Cc1ccccn1
23. O=C(NCc1ccc(F)cc1)c1cnc2n(c1=O)CCS2
compound no.	22	27	23
bCat nuc transl	-1.9	-3.4	-6.4
bCat nuc transl cell count 5 µM	1037	1105	1270
T cell modulator	i	i	i
T cell modulator vesicle-bound %	49.9	22.5	25.9
P. falciparum M1AAP	2.1%	5.2%	2.8%
Yfh1-depleted yeast	i	i	i
WT yeast gro inh	0.7	-4.8	-0.5
WT yeast gro inh mutant strain	10.1	-6.5	5.2
M17LAP inhibition	7.4%	9.5%	2.8%
Autophagy HCS	i	i	i
Autophagy HCS cell loss 18 h	13.2	6.2	3.7
Dynein cargo inh	0.155	0.00349	0.3
Dynein cargo inh cytoplasmic EGFP	0.462	-0.265	-0.197
Dynein cargo inh nuclear GR-EGFP	0.601	-0.0701	0.447
Dynein cargo inh cell count	-0.128	-0.356	-0.138
MT stabilizer	6.1	3.0	2.6
MT stabilizer Hoechst-high %	1.9	2.1	3.4
MT stabilizer cytotoxicity %	8.1	11.4	6.1
